From PubChem BioAssay
HEK293 NOD2/NF-kB: inhibition of NOD2-driven NF-kB reporter – cell-based, luminescence, uHTS, HEK293 (AID 1566). HEK293 NOD2/NF-kB luciferase reporter, luminescence; higher % means a stronger effect. inhibition, % at 4 µM, or EC50 in µM where a hit was titrated. hit rate 0.63% among 290,000; further: many of its hits are not listed in these tables
Dynein cargo inh: dynein cargo transport inhibition; AID 1381; z-score, hits read low; 3617.4 mouse cells, GR-EGFP nuclear translocation imaging; test concentration mostly 20 µM; stimulated with dexamethasone, 1 µM; hits give low values; hit rate 0.47% among 220,000;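 active means plate z-score of nuclear minus cytoplasmic receptor signal below a set negative limit, without overly bright fluorescence or cell loss, cut at about -3.5 in these data, passing the limit was not always enough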;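 further: z-score of nuclear minus cytoplasmic ring GR-EGFP intensity difference per well; some compounds called inactive have numbers as strong as hits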
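Medium: Induction medium lacking tetracycline, stripped serum | Probe or stimulus: 1.0 µM final dexamethasone stimulus | Schedule: 48 h induction, then 1 h compound, then 30 min agonist, 37 °C | Signal: Automated 10x imaging of fixed Hoechst-stained cells | Evaluation: Per-cell GR-EGFP intensity, nucleus versus surrounding cytoplasmic ring, well-averaged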
M1AAP inhibition: malaria alanyl aminopeptidase activity blockers – biochemical, fluorogenic H-Leu-NHMec substrate, 1536-well (AID 1445); recombinant M1AAP, H-Leu-NHMec fluorogenic kinetic assay; higher % means a stronger effect; one-dose inhibition, % at 30 µM; IC50 in µM for titrated hits; hit rate 0.42% among 220,000;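 active means primary inhibition above the hit cutoff, then over 50% inhibition at one or more dose response concentrations, cut at about 23% in these data, passing the limit was not always enough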;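 further: plate controls were DMSO full reaction for no effect and no enzyme background for full effect; strong numbers were not always called active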
GPR55 beta-arrestin: GPR55 agonists via beta-arrestin recruitment, primary screen, imaging, U2OS cells, beta-arrestin-GFP redistribution (AID 1961); U2OS GPR55 beta-arrestin-GFP redistribution imaging; higher % means a stronger effect; activation, % at 10 µM, or EC50 in µM where a hit was titrated; hit rate 0.048% among 290,000;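 active means activation above 40% with more than 50 cells counted in the well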;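 further: U2OS osteosarcoma cells stably expressing GPR55 and beta-arrestin-GFP; plate controls were DMSO negative control for no effect and LPI positive control for full effect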
KOR beta-arrestin-1: kappa opioid receptor activators – cell-based, luminescence, uHTS, primary screen (AID 1777) | hit rate 0.02% among 280,000 | KOR beta-arrestin recruitment, luminescence; higher % means a stronger effect | activation, % at 10 µM; hits with a dose series show EC50 in µM; in the data active means activation above about 50%, passing the limit was not always enough; further: a part of the inactive calls stands beside numbers as strong as those of hits
AID2073: inhibitors of Mint1-CaV2.2 protein interaction, biochemical, HTRF (AID 2073); HTRF protein-protein interaction, Mint1-CaV2.2; higher % means a stronger effect; inhibition, % at 20 µM, or IC50 in µM where a hit was titrated; hit rate 0.19% among 290,000; in the data active means inhibition mostly above about 51%, no sharp cut-off; further: some results filed as inactive read as strong as hits
M17LAP inhibition: P. falciparum M17LAP inhibitors, primary screen, biochemical, fluorogenic H-Leu-NHMec substrate, 1536-well (AID 1619); recombinant M17LAP, H-Leu-NHMec fluorogenic kinetic assay; higher % means a stronger effect; inhibition, % at 30 µM; hits with a dose series show IC50 in µM; hit rate 0.38% among 220,000;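 active means compound inhibiting the enzyme by more than half at any dose during confirmatory dose-response retesting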;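 further: plate controls were full reaction with DMSO carrier for no effect and no enzyme background for full effect; strong numbers were not always called active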
NOD1 NF-kB reporter: inhibition of NOD1-driven NF-kB reporter – cell-based, luminescence, uHTS, primary screen (AID 1578). NOD1-driven NF-kB luciferase reporter cells, luminescence; higher % means a stronger effect. inhibition, % at 4 µM, or EC50 in µM where a hit was titrated. hit rate 1% among 290,000; in the data active means inhibition mostly above about 36%, no sharp cut-off; inactive means mostly below about 34%;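 further: HEK-293T reporter cells stimulated with the NOD1 agonist gamma-tri-DAP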
KOR beta-arrestin-2: kappa opioid receptor blockers – cell-based, luminescence, uHTS (AID 1778); inhibition, % at 10 µM, or IC50 in µM where a hit was titrated; hit rate 0.091% among 290,000; KOR beta-arrestin recruitment, luminescence, antagonist mode; higher % means a stronger effect; further: strong numbers were not always called active
Dynein cargo inh cytoplasmic EGFP: second read-out of Dynein cargo inh, no call of its own (marks repeat the call); z-score; measured here: cytoplasmic GR-EGFP intensity; hits give high values
Dynein cargo inh nuclear GR-EGFP: second read-out of Dynein cargo inh, no call of its own (marks repeat the call); z-score; measured here: nuclear GR-EGFP intensity;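 lower value marks the stronger effect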
Dynein cargo inh cell count: recorded beside Dynein cargo inh, whose call it bears; z-score; measured here: cell count per field
Numbers without * were called inactive; . = no result given; [ ] = another dose, or the depositor's remark. Unless noted, no stated cut-off is given here; in the data, active means inhibition above about 50%; inactive means the rest. Some of the compounds tested. The share of hits here may be higher or lower than overall.

SMILES	HEK293 NOD2/NF-kB	Dynein cargo inh	Dynein cargo inh cytoplasmic EGFP	Dynein cargo inh nuclear GR-EGFP	Dynein cargo inh cell count	M1AAP inhibition	GPR55 beta-arrestin	KOR beta-arrestin-1	AID2073	M17LAP inhibition	NOD1 NF-kB reporter	KOR beta-arrestin-2
CCC(C)NC(=O)[C@@H]1CSC2c3ccccc3C(=O)N21 (some centres undefined)	2%	.	.	.	.	.	-0.1%	-4.9%	-4%	.	3%	30%
Cc1cc(NC(=O)CSc2nnc(-c3cccc(Cl)c3)o2)no1	7%	.	.	.	.	.	-0.1%	-1.9%	12%	.	-15%	0%
O=C(CCCc1cccs1)Nc1nc(-c2ccc(F)cc2)cs1	26%	0.38	-0.29	0.085	-0.46	-4%	-0.2%	0.1%	23%	-12%	-19%	-49%
Cn1c(=O)oc2cc(S(=O)(=O)N3CCC(C(=O)N4CCc5ccccc5C4)CC3)ccc21	6%	1.5	-0.25	0.93	-0.24	-4%	-0.1%	-4.7%	-2%	-7%	-8%	-9%
CCOc1ccc(CN2CCCC(CO)(Cc3ccc(F)cc3)C2)cc1 (centres undefined)	-25%	.	.	.	.	.	-0.3%	1.6%	5%	.	20%	-15%
COC(=O)c1cc(Br)c(=O)n(CCc2ccc(F)cc2)c1	2%	0.67	-0.23	0.68	0.18	16%	0.4%	-6.1%	0%	12%	12%	-40%
Cc1c(C)c(C)c(S(=O)(=O)Nc2ccc3[nH]c(=O)[nH]c3c2)c(C)c1C	3%	.	.	.	.	.	-0.2%	2.1%	-43%	.	6%	-41%
Cc1ccc(NC(=O)CN2C(=O)S/C(=C\c3cc(C)n(-c4cccc(C(=O)O)c4)c3C)C2=O)cc1	12%	-0.24	-0.27	0.14	0.063	10%	-0.3%	.	6%	9%	-29%	-25%
Cc1ccc(-c2n[nH]c(=S)c3ccccc23)cc1S(=O)(=O)NCC1CCCO1 (centres undefined)	7%	.	.	.	.	.	-0.1%	-2.5%	2%	.	-10%	0%
CCn1c(SCC(=O)Nc2cc(C)on2)nc2sc3c(c2c1=O)CCCC3	19%	-1.1	-0.25	-0.67	0.16	-2%	0.6%	-4.4%	12%	-11%	-20%	-26%
CCn1cc(S(=O)(=O)c2cccc(C)c2)c(=O)c2cc(F)c(N3CCN(C)CC3)cc21	32%	.	.	.	.	.	-0.1%	25%	6%	.	-21%	-24%
Nc1nc(Nc2cccc(C(F)(F)F)c2)nc(C(F)(F)F)n1	14%	0.68	-0.3	0.9	-0.27	5%	-0.1%	1.5%	5%	-10%	-5%	21%
O=C(Nc1ccccc1C(F)(F)F)C1CCN(C(=O)Cc2ccccc2)CC1	-2%	.	.	.	.	.	-0.2%	2.0%	2%	.	-21%	13%
O=C(COc1ncnc2ccccc12)Nc1ccc(Cl)c(S(=O)(=O)N2CCOCC2)c1	22%	-0.49	-0.074	-0.094	0.83	1%	-0.1%	-0.3%	1%	-5%	1%	15%
O=S(=O)(c1ccccc1)N(CC(O)COc1ccccc1)c1ccccc1 (centres undefined)	5%	-1.5	2.6	-0.39	0.95	1%	-0.1%	2.3%	7%	0%	-4%	2%
Cn1nc(C(=O)Nc2c(-c3ccccc3)nc3sccn23)c2ccccc2c1=O	-8%	-0.66	-0.19	-0.15	0.68	1%	-0.1%	5.8%	-5%	2%	-9%	-21%
CCC1(C(=O)OC)NC(c2ccco2)C2C(=O)N(c3ccccc3)C(=O)C21 (centres undefined)	2%	0.091	-0.21	-0.16	0.25	2%	-0.1%	4.8%	12%	-2%	4%	-20%
O=C(CC1C(=O)NCCN1Cc1cccc(F)c1)NCCCCCN1CCOCC1 (centres undefined)	21%	.	.	.	.	.	-0.1%	2.2%	4%	.	-42%	4%
CCOCCCNCC(O)c1ccccc1 (centres undefined)	2%	-0.49	-0.18	-0.067	0.88	3%	-0.3%	-2.4%	-5%	6%	-18%	-2%
CCOC(=O)c1ccc(CNC(=O)CSc2nc(NC(=O)c3ccccc3)c3c(C)c(C)oc3n2)cc1	-8%	-0.74	-0.36	-0.36	0.69	-1%	-0.1%	1.3%	3%	0%	-26%	4%
O=C(OCn1nnc2ccccc2c1=O)c1cc(-c2ccccc2Cl)nc2ccccc12	19%	-0.54	-0.28	-0.47	0.28	12%	0.0%	-1.1%	5%	7%	2%	22%
CC1(C)CC(=O)C/C(=N\NC(=O)Cc2ccccc2)C1	-2%	-0.55	-0.25	-0.1	0.47	8%	0.5%	4.5%	-5%	11%	-21%	27%
CC1CCN(C(=S)NC(=O)C2CCCCC2)CC1	12%	2.2	-0.14	0.71	-1.1	5%	-0.1%	-2.8%	-16%	0%	1%	6%
CCCCc1c(O)nc(N2CCN(Cc3ccccc3)CC2)[nH]c1=O	4%	0.34	-0.21	0.47	0.38	3%	-0.1%	-1.6%	4%	2%	-28%	30%
CCNC(=S)Nc1ccc(Cl)cc1	14%	-0.23	-0.3	-0.37	0.58	4%	-0.3%	1.4%	-10%	-1%	0%	12%
CC(=O)c1ccc(N2CCN(C(=O)c3cccc(Oc4ccccc4)c3)CC2)cc1	-72%	0.0025	-0.13	0.067	0.56	10%	0.2%	-2.1%	2%	12%	-31%	27%
C=CCOn1c(=O)c(C)[n+]([O-])c2ccccc21	-4%	-0.62	-0.22	0.013	0.81	9%	0.2%	2.3%	4%	8%	-4%	-6%
O=C1C(C=NCc2ccccn2)=C(O)c2ccccc21	-74%	1.2	-0.27	0.66	-0.88	3%	-0.1%	9.3%	32%	16%	1%	11%
O=c1ccn(CCc2c[nH]c3ccccc23)c2c1CCCC2	-6%	-0.51	-0.33	-0.29	0.39	8%	-0.3%	-7.0%	-4%	-4%	-9%	15%
O=C(NCCOc1ccccc1)c1ccc2c(c1)OCO2	-4%	-0.19	-0.13	0.21	-0.13	10%	-0.1%	-3.5%	3%	6%	56%*	20%
CC1(OC(=O)C2CCCC2)C(=O)C=C2C=C(c3ccsc3)N(CCN3CCOCC3)C=C2C1=O (centres undefined)	5%	-0.73	-0.78	-0.29	0.42	9%	0.7%	-0.5%	-6%	21%	-9%	24%
CCC(C)Oc1ccccc1C1CC(=O)NC2=C1C(=O)CCC2 (centres undefined)	6%	0.018	-0.21	0.31	0.46	6%	0.1%	4.1%	4%	-6%	14%	-15%
CCCCc1ccc(Nc2ncnc3nc[nH]c23)cc1	-35%	-0.27	0.65	0.14	0.14	1%	0.3%	2.5%	13%	27%	-30%	-14%
Cc1ccc(P(=O)(OCCN2CCOCC2)C(C)(C)C)o1 (centres undefined)	-13%	-0.97	-0.05	-0.22	0.37	5%	0.1%	-5.4%	-3%	-4%	-8%	-46%
CCC(C)n1c(S(=O)(=O)O)nc2ccccc21 (centres undefined)	-1%	0.17	-0.18	0.28	-0.3	15%	-0.1%	0.2%	0%	-10%	-6%	-18%
COC(=O)CC1C(=O)NCCN1C(=O)NC1CCCCC1 (centres undefined)	-9%	0.74	-0.2	0.83	0.11	2%	-0.1%	-5.9%	-8%	-11%	-12%	1%
CC1CN(CC(=O)NCc2ccc(Cl)cc2)CC(C)O1 (centres undefined)	11%	.	.	.	.	.	0.5%	-4.1%	10%	.	-4%	-22%
COCCNC(=O)COCc1cc(-c2ccc3c(c2)OCO3)on1	8%	.	.	.	.	.	0.0%	-0.6%	8%	.	-15%	-8%
CCOCCOC(=O)c1ccc(-n2cnc(C)n2)nc1	8%	0.67	-0.24	0.34	-0.54	-1%	-0.1%	-2.1%	-3%	0%	-26%	-13%[20 µM]
O=C(COC(=O)c1ccc(S(=O)(=O)Nc2ccccc2)cc1)NCCN1C(=O)CSC1=O	3%	1.8	-0.25	0.75	-0.13	1%	-0.3%	-1.8%	6%	11%	-18%	39%
O=C(COC(=O)c1cc(S(=O)(=O)N2CCCCC2)ccc1N1CCOCC1)NC1CCCCC1	-7%	-0.56	-0.21	0.019	0.093	5%	0.5%	-2.1%	5%	-5%	2%	32%
O=C1COc2ccc(C(=O)COC(=O)c3cc(S(=O)(=O)NCc4ccccc4)ccc3O)cc2N1	9%	0.14	-0.072	0.91	-1.5	2%	0.0%	.	16%	0%	5%	-27%
CC(=O)Nc1ccc(C=C(C(C)=O)C(C)=O)cc1	13%	-1.8	-0.069	-0.95	0.86	4%	1.2%	-2.1%	13%	26%	-2%	10%
Cc1ccccc1NC(=O)Cc1nc(COC(=O)CCOc2ccccc2)cs1	0%	.	.	.	.	.	0.2%	-0.2%	7%	.	-19%	-5%
COc1cc(CO)cc(Br)c1OCC(=O)N1CCCCC1	8%	-0.34	-0.2	0.2	0.28	20%	-0.2%	14%	9%	-3%	30%	5%
O=C(NCCCNc1ccc(C(F)(F)F)cc1[N+](=O)[O-])c1cc(F)c(F)cc1Cl	-4%	-0.0042	-0.21	-0.14	0.045	-6%	-2.3%	7.5%	4%	-4%	18%	-33%
Cc1c(C(=O)N(Cc2ccncc2)CC2CCCO2)oc2c(F)cccc12 (centres undefined)	8%	.	.	.	.	.	0.3%	-1.5%	-5%	.	-10%	-1%
COc1ccc(C2(CNC(C)=O)CCOCC2)cc1OC	8%	0.44	-0.18	0.51	-0.26	5%	-0.2%	12%	-6%	-10%	-14%	-4%
CCOC(=O)C1=C(C)NC(=O)CC1c1ccccc1OC (centres undefined)	-13%	-0.77	-0.32	-0.21	0.92	-1%	0.2%	2.6%	-1%	2%	-25%	7%

Single records (already shown). Values in the order: HEK293 NOD2/NF-kB, Dynein cargo inh, Dynein cargo inh cytoplasmic EGFP, Dynein cargo inh nuclear GR-EGFP, Dynein cargo inh cell count, M1AAP inhibition, GPR55 beta-arrestin, KOR beta-arrestin-1, AID2073, M17LAP inhibition, NOD1 NF-kB reporter, KOR beta-arrestin-2
O=C(COC(=O)c1cc(S(=O)(=O)N2CCCCC2)ccc1N1CCOCC1)NC1CCCCC1 in the list: -7%, -0.56, -0.21, 0.019, 0.093, 5%, 0.5%, -2.1%, 5%, -5%, 2%, 32%
O=C(NCCCNc1ccc(C(F)(F)F)cc1[N+](=O)[O-])c1cc(F)c(F)cc1Cl in the list: -4%, -0.0042, -0.21, -0.14, 0.045, -6%, -2.3%, 7.5%, 4%, -4%, 18%, -33%
COCCNC(=O)COCc1cc(-c2ccc3c(c2)OCO3)on1 in the list: 8%, ., ., ., ., ., 0.0%, -0.6%, 8%, ., -15%, -8%
